Screens from PubChem.
HCV core dimer = blocks dimerization of HCV core protein | TR-FRET GST/Flag-core106 dimerization, 1536-well | inhibition, % at 5 µM | 300,000 tested, 0.33% active | AID 1899;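 active = inhibition above the mean of all tested compounds plus 3 SD, set per screening campaign, cut at about 45% in these data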
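Test system: GST/Flag-tagged HCV core106 proteins; Medium: KF-containing HEPES buffer, pH 7.45, DTT, CHAPS, BSA; Times: compound-protein-antibody incubation 4 h at 22.5 °C; Detection: TR-FRET 671 and 617 nm emission; Benchmarks: wells lacking GST-core106 and wells with excess unlabelled core106.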
proCasp7 act = counter-screen: procaspase-7 (human) activation; activation, % at 8.5 µM; P55210; 330,000 tested, 0.093% active; AID 463210; recombinant procaspase-7, Ac-DEVD-pNA absorbance 405 nm; D23A/D198A/D206A triple mutant, cannot self-cleave; scale: DMSO 0, 5 µM enzyme 100;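 active = percent activation above the screen-wide mean plus 3 SD, cut at about 25% in these data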
Target sequence (P55210 whole entry D23A/D198A/D206A): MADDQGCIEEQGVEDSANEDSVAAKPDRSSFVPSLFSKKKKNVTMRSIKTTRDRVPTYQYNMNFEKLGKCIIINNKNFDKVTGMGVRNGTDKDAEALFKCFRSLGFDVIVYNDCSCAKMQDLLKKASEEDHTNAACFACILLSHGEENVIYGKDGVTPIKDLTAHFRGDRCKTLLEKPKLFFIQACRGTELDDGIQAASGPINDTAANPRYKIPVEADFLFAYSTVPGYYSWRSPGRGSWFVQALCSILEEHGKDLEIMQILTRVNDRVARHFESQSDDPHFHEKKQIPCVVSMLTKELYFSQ
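Replicates: singlicate. Assay system: Procaspase-7 triple mutant (PC-7 D3A). Signal: 405 nm absorbance of p-nitroaniline. Times: 1 h preincubation, 2 h reaction. Buffer or medium: Zinc-free HEPES pH 7.4 with 300 mM NaCl, 0.01% Triton X-100. Also added: DEVD-pNA substrate. Benchmarks: DMSO wells as 0%, DMSO with 5 µM added PC-7 as 100%.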
PP1 counter = blocks human PP1-alpha phosphatase, a PP5 counter-screen. P62136. 320,000 tested, 0.9% active. inhibition, % at 6.7 µM. purified PP1alpha, OMFP fluorescence;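 active = inhibition above the mean inhibition of all tested compounds plus 3 SD, computed separately for each screening campaign, cut at about 15% in these data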
AHR act = activates the human aryl hydrocarbon receptor; P35869; AHR-responsive luciferase reporter cells, luminescence; activation, % at 5 µM; 320,000 tested, 2.5% active; AID 2796; in the data active = activation above about 47%;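 note: 0% = vehicle wells and 100% = reference agonist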
Fh CTSL1 inh = cathepsin L1 inhibition, PFM18AAP counter-screen | AID 1906 | recombinant F. hepatica cathepsin L1, Z-Leu-Arg-MCA fluorescence | inhibition, % at 5.96 µM | 300,000 tested, 0.49% active;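 active = inhibition above the mean of all tested compounds plus 3 SD, set per screening campaign, cut at about 17% in these data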;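 note: 0% = plate median of test compound wells and 100% = 1 µM Z-Phe-Ala-diazomethylketone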
procasp3 activ = procaspase-3 (human) activation; P42574; recombinant procaspase-3 D3A, Ac-DEVD-pNA absorbance 405 nm; activation, % at 8.5 µM; 330,000 tested, 0.11% active; AID 463141;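 active = activation above the mean of all tested compounds plus 3 SD, cut at about 21% in these data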;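 note: 0% = DMSO alone and 100% = DMSO wells spiked with extra 5 µM PC-3 D3A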
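System: Procaspase-3 D3A mutant. Medium: Zinc-free 300 mM NaCl, 50 mM HEPES, 0.01% Triton X-100. Schedule: 1 h preincubation plus 2 h reaction at 25 °C. Measured by: 405 nm absorbance of p-nitroaniline, reads at 0 and 120 min. Read-out: percent activation relative to control range.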
PP5 inh = PP5 (human) phosphatase inhibition; purified PP5c, OMFP substrate fluorescence; inhibition, % at 6.7 µM; 320,000 tested, 0.18% active;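 active = inhibition above the campaign's mean inhibition across all tested compounds plus 3 SD, cut at about 9.5% in these data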;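 note: 0% = DMSO only and 100% = 100 µM cantharidin control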
Target sequence (P53041 whole entry, looked up): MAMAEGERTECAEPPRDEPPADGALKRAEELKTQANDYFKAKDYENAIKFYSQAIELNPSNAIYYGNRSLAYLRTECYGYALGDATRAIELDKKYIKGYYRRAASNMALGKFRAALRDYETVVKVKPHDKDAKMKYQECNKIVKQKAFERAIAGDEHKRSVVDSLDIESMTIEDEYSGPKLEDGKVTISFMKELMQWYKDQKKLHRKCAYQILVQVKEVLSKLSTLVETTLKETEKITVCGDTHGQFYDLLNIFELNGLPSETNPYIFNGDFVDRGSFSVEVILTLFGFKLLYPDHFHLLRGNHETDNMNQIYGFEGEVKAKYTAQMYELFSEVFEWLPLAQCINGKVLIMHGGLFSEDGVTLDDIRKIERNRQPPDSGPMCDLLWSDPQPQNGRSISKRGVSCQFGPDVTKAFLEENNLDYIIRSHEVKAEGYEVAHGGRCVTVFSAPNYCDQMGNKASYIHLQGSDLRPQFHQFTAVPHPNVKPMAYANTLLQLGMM
PAFAH2 FP inh = inhibitors of human PAFAH2. Q99487. inhibition, % at 3.39 µM. 340,000 tested, 0.99% active. recombinant PAFAH2, FP-rhodamine activity probe, fluorescence polarization;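 active = inhibition above the mean over all tested compounds plus 3 SD, cut at about 30% in these data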;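 note: inhibitors block probe labeling of enzyme so polarization drops; 0% = enzyme with DMSO and 100% = wells lacking PAFAH2 protein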
TPT1 inh = inhibitors of Candida albicans tRNA 2'-phosphotransferase TPT1; inhibition, % at 5 µM; 300,000 tested, 0.81% active; AID 1962; recombinant caTPT1, FP RNA substrate dephosphorylation;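 active = inhibition above the mean of all tested compounds plus 3 SD, set per screening campaign, cut at about 24% in these data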;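 note: plate controls were DMSO alone for no effect and ferristatin control at 100 nM for full effect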
* marks the source's active call; other numbers are inactive results; x = no result given.

#1 O=S(=O)(c1cccc(S(=O)(=O)N2CCCC2)c1)c1cccc(S(=O)(=O)N2CCCC2)c1
#2 O=C(CN1c2cccc3cccc(c23)S1(=O)=O)NCc1ccc(Cl)cc1
#3 CCC(C)[C@H](NC(=O)[C@@H]1CSC2c3ccccc3C(=O)N21)C(=O)NC1CCCC1 (stereo partly specified)
#4 CCc1[nH]nc2c1C(c1ccc(Br)s1)C(C#N)=C(N)O2 (stereo unspecified)
#5 CCOc1ccccc1C(=O)NC1CC2CCCC(C1)N2C1CC1 (stereo unspecified)
#6 COc1ccc(N=c2ssnc2Cl)cc1
#7 CCOC(=O)C1CCN(C(=O)c2cccnc2Oc2ccccc2)CC1
#8 CCCc1nc2sc3c(=O)n(N)cnc3c2c2c1CCCC2
Compound	1	2	3	4	5	6	7	8
HCV core dimer	-5	x	8	-2	2	-7	0	1
proCasp7 act	1	1	-6	4	3	-22	4	4
PP1 counter	-2	0	1	3	0	2	-1	-6
AHR act	0	1	3	5	8	18	-1	8
Fh CTSL1 inh	0	x	12	-2	0	2	0	-1
procasp3 activ	2	2	8	5	7	-32	0	5
PP5 inh	-0.6	3.2	0.8	2.0	0.9	2.0	1.5	-1.9
PAFAH2 FP inh	4	1	-6	10	-11	-7	6	-5
TPT1 inh	1	x	-4	0	1	-4	2	-1

#9 CCCCCSc1nc2c(cnn2-c2ccccc2)c(=O)[nH]1
#10 O=C(CN1C(=O)NC2(CCCC2)C1=O)Nc1ccc(OC(F)(F)F)cc1
#11 O=C(O)c1ccc(OS(=O)(=O)c2cccc(C(F)(F)F)c2)cc1
#12 O=C(CSc1nc(-c2ccc(F)cc2)cs1)N1CCc2ccccc21
#13 O=C(c1ccc(Br)o1)N1CCC(c2nc3ccccc3[nH]2)CC1
#14 COc1cccc(CN2CCN(Cc3nc(-c4cccc(F)c4F)oc3C)CC2=O)c1
#15 C/C(=N\Nc1ccccc1[N+](=O)[O-])c1ccccc1O
#16 COc1cc(OC)cc(C(=O)NCC(C)NC(=O)c2cc(OC)cc(OC)c2)c1 (stereo unspecified)
Compound	9	10	11	12	13	14	15	16
HCV core dimer	10	6	x	4	0	2	-47	14
proCasp7 act	5	3	-10	8	9	-8	-12	-3
PP1 counter	2	-1	2	3	-2	6	-2	0
AHR act	18	20	0	-1	3	1	38	1
Fh CTSL1 inh	7	-2	x	1	3	2	3	3
procasp3 activ	3	9	-7	3	-4	7	-4	1
PP5 inh	3.9	0.8	0.1	2.9	-2.1	0.2	2.4	-2.2
PAFAH2 FP inh	-10	0	-3	-1	5	0	5	7
TPT1 inh	3	-5	x	0	4	-4	-2	-2

Filtered by structure, the compounds so far with a thiophene ring, fused or not.
#4 CCc1[nH]nc2c1C(c1ccc(Br)s1)C(C#N)=C(N)O2 (stereo unspecified)
#8 CCCc1nc2sc3c(=O)n(N)cnc3c2c2c1CCCC2
Compound	4	8
HCV core dimer	-2	1
proCasp7 act	4	4
PP1 counter	3	-6
AHR act	5	8
Fh CTSL1 inh	-2	-1
procasp3 activ	5	5
PP5 inh	2.0	-1.9
PAFAH2 FP inh	10	-5
TPT1 inh	0	-1

New compounds follow:
#17 COc1ccc(/C=N/n2c(=S)n(C)c3ccccc32)cc1OC
#18 COc1cc(Cl)c(S(=O)(=O)n2cnc(C)c2)cc1Cl
#19 CCOCC(=O)Nc1cc(OC)c(Cl)cc1OC
#20 COc1ccc(NC(=O)c2ccccc2NC(=O)CN2CCCCCC2)cc1
#21 OC(COc1ccc(CNCCc2ccccc2F)cc1)CN1CCCCC1 (stereo unspecified)
#22 CC(C)(CO)NS(=O)(=O)c1ccc2c(c1)Cc1cc(S(=O)(=O)NC(C)(C)CO)ccc1-2
#23 CCCC(=O)Nc1c2c(nn1-c1ccc(OC)cc1)CS(=O)C2 (stereo unspecified)
#24 CC(C)CNS(=O)(=O)c1ccc(S(=O)(=O)N2CCCN(Cc3ccccc3)C2)cc1
Compound	17	18	19	20	21	22	23	24
HCV core dimer	1	3	2	x	-8	-1	-4	-3
proCasp7 act	8	2	9	9	-9	3	3	7
PP1 counter	2	-3	-4	-4	-1	0	-3	-2
AHR act	7	-1	20	9	1	0	4	-2
Fh CTSL1 inh	7	-1	-6	x	-2	-1	0	-2
procasp3 activ	2	2	6	7	2	2	-1	6
PP5 inh	4.6	-4.7	-1.0	4.0	2.9	-1.6	2.3	0.7
PAFAH2 FP inh	3	-5	8	-1	0	-1	0	-11
TPT1 inh	0	-5	0	x	-3	0	0	0

#25 CC1=NN(C(=O)c2nn(C)cc2Br)C(O)(C(F)(F)F)C1 (stereo unspecified)
#26 OCCCNC(=S)NC1CCCC1
#27 COC(C[C@@H](O)C[C@@H](O)[C@@H](C)OCc1ccccc1)OC
#28 COc1ccccc1NC(=O)c1nn(C)c(C(=O)Nc2ccccc2OC)c1[N+](=O)[O-]
#29 COc1ccc(N2C(=O)CC(N3CCN(c4cccc(Cl)c4)CC3)C2=O)cc1 (stereo unspecified)
#30 CCN(Cc1ccccc1)C(=O)CCNS(=O)(=O)c1cc(Br)cnc1N
#31 Cc1ccc(CCSc2ccc(C(C)C)cc2)cn1
#32 COc1ccc(CN(C)C(=O)C2CSC3(C)CCC(=O)N23)cc1OC (stereo unspecified)
Compound	25	26	27	28	29	30	31	32
HCV core dimer	2	2	1	11	2	4	-7	x
proCasp7 act	-7	-4	3	-1	-9	2	-2	-1
PP1 counter	-4	-3	1	3	2	-3	9	-6
AHR act	11	0	2	59*	0	1	0	2
Fh CTSL1 inh	5	2	0	-1	2	-1	-3	x
procasp3 activ	3	-4	9	10	-11	4	-10	-4
PP5 inh	1.0	4.0	2.8	-2.1	1.1	1.1	4.1	-3.4
PAFAH2 FP inh	-5	9	-6	-2	-6	-2	-6	1
TPT1 inh	-2	1	1	-2	1	-1	5	x

Printed as active in AHR act (from the list above):
item	smiles	HCV core dimer	AHR act	procasp3 activ	PP5 inh	PAFAH2 FP inh	TPT1 inh
28	COc1ccccc1NC(=O)c1nn(C)c(C(=O)Nc2ccccc2OC)c1[N+](=O)[O-]	11	59*	10	-2.1	-2	-2

More entries follow:
#33 O=C(NCc1ccc2c(c1)OCO2)C1CCCN1C(=O)Nc1cccc(Cl)c1 (stereo unspecified)
#34 Cc1cc(C(=O)OCC(=O)Nc2cc(C)on2)c2ccccc2n1
#35 Cc1ccc(C)c(OCc2nnc(N)s2)c1
#36 O=C(Nc1cccc(Cl)c1)ON=C1c2ccccc2-c2ccccc21
#37 O=C1Nc2ccccc2C(=O)C1(Cl)Cc1ccccc1 (stereo unspecified)
#38 Cc1cccc(N2CCCn3c2nc2c3c(=O)n(CCN3CCOCC3)c(=O)n2C)c1
#39 CC(=O)N1CCc2cc(S(=O)(=O)CCC(=O)Nc3cccc(F)c3)ccc21
#40 O=C(N/N=C/c1ccc(Br)cc1)c1ccccc1-n1cccc1
Compound	33	34	35	36	37	38	39	40
HCV core dimer	6	2	-1	-2	-3	0	-2	-1
proCasp7 act	2	-7	6	8	-30	-3	-9	6
PP1 counter	3	4	-1	-2	0	-2	-8	2
AHR act	2	-1	3	26	23	2	1	71*
Fh CTSL1 inh	-2	-10	-1	0	1	3	-1	1
procasp3 activ	3	0	-8	2	-25	2	2	-4
PP5 inh	3.0	2.2	-0.3	3.3	-1.3	-1.4	1.6	4.3
PAFAH2 FP inh	4	9	-8	-4	7	5	-8	9
TPT1 inh	0	1	2	2	-3	2	2	0

#41 CC(C)(C)c1ccccc1OCCOCCSc1ncccn1
#42 Cc1ccc(C(=O)Nc2ncnc3sc4c(c23)CCCCC4)cc1
#43 CC(=O)N1CC(C(=O)Nc2ccc3c(c2)OCO3)Oc2ccccc21 (stereo unspecified)
#44 Cc1ccc(S(=O)(=O)CCC(=O)OCC(=O)NCc2ccccc2)cc1
#45 O=C(/C=C/c1ccc(F)cc1)OCC(=O)c1ccc[nH]1
#46 O=[N+]([O-])c1ccc(N2CCN(S(=O)(=O)c3ccc(Cl)c(Cl)c3)CC2)cc1NCCN1CCOCC1
#47 COc1ccc(Oc2coc3c(CN(C)C)c(O)ccc3c2=O)cc1
#48 O=C(COC(=O)C1CCN(c2ccc(C(F)(F)F)cn2)CC1)NCc1ccc(F)cc1
Compound	41	42	43	44	45	46	47	48
HCV core dimer	-2	3	x	-5	x	-3	5	4
proCasp7 act	2	8	-21	6	3	2	4	5
PP1 counter	0	5	x	-2	-3	0	-5	0
AHR act	1	9	102*	0	2	-2	0	0
Fh CTSL1 inh	2	0	x	-64	x	0	-1	-5
procasp3 activ	6	-4	-12	2	-1	-1	1	-7
PP5 inh	2.5	1.6	x	0.3	-1.7	-1.1	-0.9	1.9
PAFAH2 FP inh	-3	2	5	10	20	-2	-9	6
TPT1 inh	2	-3	x	-2	x	0	2	-1

3 compounds from above, sorted by their value in procasp3 activ, high to low.
entry	SMILES	procasp3 activ
41	CC(C)(C)c1ccccc1OCCOCCSc1ncccn1	6
47	COc1ccc(Oc2coc3c(CN(C)C)c(O)ccc3c2=O)cc1	1
42	Cc1ccc(C(=O)Nc2ncnc3sc4c(c23)CCCCC4)cc1	-4

Down the list, quoted from above:
PAFAH2 FP inh, nos. 45 to 48: 20, -2, -9, 6

Additional results follow.
#49 Cc1cccc(NC(=S)NC(=O)c2oc3ccccc3c2C)n1
#50 CCN(CCCNC(=O)CN1C(=O)COc2ccccc21)c1ccccc1
#51 CCOC(=O)NC(=O)CN1C(=O)NC(C)(c2ccccc2)C1=O (stereo unspecified)
#52 NS(=O)(=O)c1ccc(CCNC(=O)c2ccc(Cl)nc2)cc1
Compound	49	50	51	52
HCV core dimer	-12	-8	0	-4
proCasp7 act	-10	10	-2	8
PP1 counter	-1	-2	-7	-3
AHR act	10	0	5	5
Fh CTSL1 inh	-6	1	-3	8
procasp3 activ	-1	-7	-6	7
PP5 inh	3.7	-0.8	-2.3	-3.0
PAFAH2 FP inh	-21	0	7	-2
TPT1 inh	-4	-4	-2	-2
